From PubChem
Vc quorum ag: induces V. cholerae light production without autoinducers; V. cholerae BH1578 lux reporter, luminescence, 6 h; activation, % at 18.7 µM; 350,000 tested, 0.16% active; AID 588436; in the data active = activation mostly above about 9.7%, no sharp cut-off; also: not every result past the cut was called active; inactives centre near 0; reference of the scale not given here
Y pestis TopoI: inhibitors of Yersinia pestis topoisomerase I; Y. pestis Topo-I cleavage product accumulation, plate reader; activity, % at 10 µM; 360,000 tested, 0.064% active; in the data active = activity above about 50%, passing the limit was not always enough; also: inactives centre near 2
FadD28 binding: blocks FadD28 binding to the bisubstrate probe; inhibition, % at 12.5 µM; fluorescence polarization; 360,000 tested, 0.22% active; in the data active = inhibition above about 8.5%, passing the limit was not always enough
PfHsp40 rescue: rescue of PfHsp40-mediated yeast toxicity | S. cerevisiae expressing PfHsp40, growth rescue, ATP luminescence | growth rescue, % at 12.5 µM | 340,000 tested, 0.68% active | AID 504582; in the data active = growth rescue above about 28%, passing the limit was not always enough;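 also: yeast W303a lacking pdr1 and pdr3 grown in galactose medium; growth measured after three days at 30 °C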
Mtb UGM inh: blocks M. tuberculosis UGM enzyme | P9WIQ1 | purified UGM, fluorescence polarization probe displacement | inhibition, % at 10 µM | 320,000 tested, 0.06% active | AID 504406; in the data active = inhibition above about 10%, passing the limit was not always enough
Target sequence (P9WIQ1 whole entry, looked up): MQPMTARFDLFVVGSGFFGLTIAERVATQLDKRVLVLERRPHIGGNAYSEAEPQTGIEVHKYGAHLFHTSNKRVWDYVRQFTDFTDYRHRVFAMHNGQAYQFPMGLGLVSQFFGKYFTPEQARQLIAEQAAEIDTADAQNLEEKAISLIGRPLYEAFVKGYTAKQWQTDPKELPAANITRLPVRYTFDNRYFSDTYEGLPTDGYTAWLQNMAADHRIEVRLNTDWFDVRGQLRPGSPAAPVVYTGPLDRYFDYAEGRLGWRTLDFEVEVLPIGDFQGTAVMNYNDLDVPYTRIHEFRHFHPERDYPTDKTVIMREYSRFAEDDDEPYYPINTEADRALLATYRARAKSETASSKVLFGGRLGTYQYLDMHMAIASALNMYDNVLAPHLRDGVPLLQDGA
TcdB GH inh: inhibitors of Clostridioides difficile toxin B glycohydrolase; P18177; TcdB glycohydrolase enzymatic assay, plate reader; inhibition, % at 9.99 µM; 350,000 tested, 0.24% active; AID 652162; in the data active = inhibition above about 10%
GDH-TPI counter: inhibits GDH-TPI coupling enzymes, artifact for Mtb FBA screen; GDH-TPI coupled enzyme counterscreen, NADH absorbance; inhibition, % at 4.8 µM; 360,000 tested, 1.2% active; in the data active = inhibition above about 30%;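 also: 0% = DMSO wells and 100% = wells lacking the enzyme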
Mtb FBA inh: Mtb fructose-bisphosphate aldolase inhibition. P9WQA3. purified M. tuberculosis FBA, fluorescence read-out. inhibition, % at 1 µM. 360,000 tested, 2.3% active; in the data active = inhibition above about 27%;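 also: 0% = vehicle and 100% = reference inhibitor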
Target sequence (P9WQA3 whole entry, looked up): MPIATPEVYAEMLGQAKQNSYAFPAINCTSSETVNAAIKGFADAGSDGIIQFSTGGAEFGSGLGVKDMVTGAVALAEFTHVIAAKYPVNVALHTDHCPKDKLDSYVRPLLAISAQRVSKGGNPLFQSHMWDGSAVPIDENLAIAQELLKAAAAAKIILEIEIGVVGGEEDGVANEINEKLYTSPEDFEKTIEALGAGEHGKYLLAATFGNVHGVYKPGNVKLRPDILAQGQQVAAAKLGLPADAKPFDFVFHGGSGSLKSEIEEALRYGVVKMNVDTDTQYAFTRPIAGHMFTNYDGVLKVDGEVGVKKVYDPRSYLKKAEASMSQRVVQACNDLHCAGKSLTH
Mtb BioA inh: blocks M. tuberculosis BioA enzyme activity; purified M. tuberculosis BioA enzyme, plate reader; inhibition, % at 9.99 µM; 360,000 tested, 0.096% active; in the data active = inhibition above about 40%
An asterisk follows results filed as active; i = inactive; x = no result given.

SMILES	Vc quorum ag	Y pestis TopoI	FadD28 binding	PfHsp40 rescue	Mtb UGM inh	TcdB GH inh	GDH-TPI counter	Mtb FBA inh	Mtb BioA inh
Cc1csc(NC(=O)c2ccc(S(=O)(=O)N3CCN(C)CC3)cc2)n1	-0.4	-3	-0.5	-0.8	0.5	4.2	2	2	0.3
C=CCC1(C#N)C(=S)NC(C)=C(C(=O)OCC)C1c1ccccc1 (stereo unspecified)	-0.4	-1	-3.4	x	1.4	0.7	8	-2	1.0
CCOC(=O)c1ccc(NC(=O)c2ccc(OC(C)C)c(OC)c2)cc1	i	-1	-5.4	4.5	-2.7	0.6	-4	0	x
COc1ccc(CN2CC(=O)N3[C@H]4c5ccccc5OC[C@@H]4[C@H](c4ccccc4)[C@]3(C)C2=O)cc1	i	-1	-4.6	1.5	2.6	1.3	-10	1	-1.0
CCCN(CC(=O)Nc1ccccc1C)C(=O)C1CCN(c2ncnc3sc(C)c(C)c23)CC1	i	-4	-0.2	1.5	0.5	1.1	7	15	-1.8
N#CCCn1cc(C=C(C#N)C#N)c(-c2ccc(Cl)cc2)n1	-0.5	4	-2.1	0.6	2.3	-1.0	18	4	x
CCOC(=O)C1C(=O)Nc2nc3ccccc3n2C1C(C)C (stereo unspecified)	-0.3	3	-3.2	-0.5	-0.9	x	-2	0	1.0
Cc1ccc(C=Nc2ccccc2C(=O)Nc2ccccc2)cc1	-0.1	11	0.9	1.4	1.4	x	7	39*	x
Cc1ccc(C(=O)/C=C/c2ccco2)c(O)c1	-0.3	1	-4.3	-0.1	0.8	x	14	0	0.3
Cc1ccc(-c2c(C)nn3c(N4CCOCC4)cc(C)nc23)cc1	i	-3	-4.1	-0.9	1.4	-0.8	0	0	-1.1
COc1ccc(Cn2c(C)c(C)c(C#N)c2NC(=O)Nc2ccc(Cl)cc2)cc1	-15	-6	-0.9	1.1	-1.7	x	3	-3	-2.3
CCn1ncc(CN2CCN(Cc3ccc(OC)c(C)c3C)C(CCO)C2)c1C (stereo unspecified)	0.5	-3	-3.1	-0.4	1.8	0.1	-6	3	-0.2
CCOC(=O)C1=C(C)N=c2s/c(=C\c3ccc(C(=O)O)cc3)c(=O)n2C1c1ccc(F)cc1 (stereo unspecified)	-7.7	-2	3.8	-1.5	1.3	-1.0	13	5	1.3
Cc1ccc(S(=O)(=O)N(C)C)cc1NC(=O)c1ccccc1SCC(=O)N1CCCC1	-2.9	1	x	-0.3	-0.3	-0.5	1	-2	-0.8
COC(=O)C(CCSC)NC(=O)Cn1ncc2c(=O)oc3ccc(C)cc3c21 (stereo unspecified)	-0.8	-3	-1.7	1.2	-0.1	1.8	13	1	-1.1
COc1ccc2nc(NC(=O)CCc3nc(-c4ccccc4F)no3)sc2c1	3.8	-2	-2.3	-1.0	x	x	5	-1	1.3
Cc1cc(C(=O)O)c(S(C)(=O)=O)s1	i	-6	-3.7	-0.2	4.0	x	3	-3	-0.1
COCc1nnc(NC(=O)c2ccc(NC(=O)C(C)C)cc2)s1	i	1	0.0	0.9	0.9	x	-2	-1	x
CCNc1nc(NCC)n2c(SCC(=O)Nc3ccc(OC)c(OC)c3)nnc2n1	-2.9	4	-1.6	3.5	3.0	0.6	15	-2	-0.4
Cc1ccc2nsnc2c1S(=O)(=O)NC1CC1	8.3	3	-2.0	-0.9	-1.4	x	-5	-2	0.4
CC(=O)N1CCC(=NNc2ccnc3cc(Cl)ccc23)CC1	-0.5	-8	-6.5	1.8	-2.1	0.2	6	0	1.0
COc1cc(CNCCCN2CCOCC2)ccc1OCC(=O)NC(C)(C)C	i	7	-1.3	1.1	2.4	0.5	1	0	x
CC(C)C(CC(=O)N1CCCCC1)C1CCOC(C)(C)C1 (stereo unspecified)	-0.2	0	0.5	0.5	1.6	x	-6	3	-0.4
O=C(CNC(=O)c1ccccc1)NCC(=O)OCC(=O)c1ccccc1Cl	-0.2	5	-3.0	-0.7	x	1.0	1	-1	-1.2
CC(C)(C)n1cnc(C(N)=O)c1N	-0.4	-6	1.5	-0.7	-2.5	-0.7	1	-3	x
CCOC(=O)C1=CCN(S(=O)(=O)c2ccc(F)cc2)C1c1cccc(F)c1 (stereo unspecified)	x	x	-1.4	x	x	1.8	x	0	-2.3
O=C(COC(=O)c1n[nH]c2ccccc12)Nc1ccc(S(=O)(=O)N2CCCC2)cc1	-0.7	31	0.5	0.0	-0.4	x	5	6	5.2
CCOc1ccc(NC(=O)C2CC(=O)N=C(N)S2)cc1 (stereo unspecified)	-0.4	-1	-1.1	-0.2	2.0	x	8	-2	1.0
O=C1CCc2cc(S(=O)(=O)Nc3ccccc3Cl)ccc2N1	-0.4	8	-2.2	0.1	-0.1	0.8	2	1	-2.7
COc1ccc(C(=O)N2CCN(c3ccccc3)CC2)cc1S(=O)(=O)N1CCOCC1	-0.4	-4	-4.9	-1.1	-0.5	-0.6	-14	-2	4.6

Some of the entries so far, as comma-separated lines.
smiles,Vc quorum ag,Y pestis TopoI,FadD28 binding,PfHsp40 rescue,Mtb UGM inh,TcdB GH inh,GDH-TPI counter,Mtb FBA inh,Mtb BioA inh
O=C(CNC(=O)c1ccccc1)NCC(=O)OCC(=O)c1ccccc1Cl,-0.2,5,-3.0,-0.7,x,1.0,1,-1,-1.2
CC(C)(C)n1cnc(C(N)=O)c1N,-0.4,-6,1.5,-0.7,-2.5,-0.7,1,-3,x
CCOC(=O)C1=CCN(S(=O)(=O)c2ccc(F)cc2)C1c1cccc(F)c1 (stereo unspecified),x,x,-1.4,x,x,1.8,x,0,-2.3

New compounds follow.
SMILES	Vc quorum ag	Y pestis TopoI	FadD28 binding	PfHsp40 rescue	Mtb UGM inh	TcdB GH inh	GDH-TPI counter	Mtb FBA inh	Mtb BioA inh
CC1CCN(C(=O)c2[nH]cnc2C(=O)N2CCN(c3ccccc3)CC2)CC1	i	5	-5.7	-1.0	-0.5	-0.5	3	1	-0.2
CCn1c(CNc2ccc(OC)cc2)nnc1SCC(=O)Nc1ccc(F)cc1	-0.2	2	-1.5	0.1	1.8	x	7	-5	x
O=C1/C(=C\c2ccc3c(c2)OCO3)CCC/C1=C/c1ccc2c(c1)OCO2	0.8	28	-0.1	-0.5	-2.9	x	3	0	x
COc1ccc(CCN=C(C)c2cc(C)c(C)cc2O)cc1OC	0.4	8	-5.0	-1.4	-5.7	0.3	-3	0	2.0
CC(=O)NC(c1ccccc1)c1nc(-c2cncnc2)cs1 (stereo unspecified)	-0.3	3	-1.4	x	x	-0.1	-2	0	0.5
CC(=O)c1c(C)[nH]c(C(=O)N2CCN(c3cc(Cl)ccc3C)CC2)c1C	i	3	1.5	-0.4	-2.6	x	10	1	-1.7
COc1ccc(-c2c(C#N)c(N)nc3sc(C(=O)c4ccccc4)c(N)c23)cc1	-0.3	-2	1.2	0.5	3.2	x	5	-1	-0.5
CO[C@@H]1[C@@H](OC(N)=O)[C@@H](O)C(Oc2ccc3c(O)c(NC(=O)c4ccc(O)c(CC=C(C)C)c4)c(=O)oc3c2C)OC1(C)C (stereo partly specified)	-1.1	-2	-2.5	-1.5	0.5	-0.8	4	6	2.3
O=C(CSc1nnc(-c2ccccn2)n1-c1ccccc1)Nc1ccc2c(c1)OCO2	5.0	14	-3.7	0.6	0.2	x	-3	1	-1.0
CCC(C(=O)OC)n1cnc2c(oc3ccccc32)c1=O (stereo unspecified)	1.0	2	-1.2	-1.6	-2.4	0.4	3	2	0.1
Cc1cccc(C)c1NC(=O)C1(C)CCC(=O)N1CCc1c[nH]c2ccccc12 (stereo unspecified)	x	x	-4.2	x	x	1.1	x	-2	-1.3
CN(C)c1ccc(C(=O)OCC(=O)N2CCCCCC2)cc1	i	15	-0.9	-0.6	-1.2	x	15	0	-1.3
O=C(CN1C(=O)NC2(CCCC2)C1=O)OCCOc1ccc(F)cc1	i	4	-3.6	2.8	-0.9	2.1	-5	0	-0.1
O=C(COc1ccc([N+](=O)[O-])cc1)N/N=C/c1cc([N+](=O)[O-])ccc1N1CCOCC1	-0.3	0	-4.9	0.8	x	x	48*	-3	0.3
CCOC(=O)/C=C(\C)Nc1cc(C)nn1-c1ccccc1	i	-10	-3.6	-0.4	-3.9	x	-7	-15	1.6
COc1ccnc(Oc2cc(Cl)cc(Cl)c2)c1C#N	i	4	-7.3	1.0	0.1	0.6	-6	-2	-2.3
CC(=O)c1ccc([C@@H]2C[C@]34CN(Cc5cccc(C(F)(F)F)c5)S(=O)(=O)[C@H]3C[C@H]2O4)cc1	-1.0	19	-6.1	0.0	3.4	x	-1	0	-0.4
CCC(CC)C(=O)Nc1nnc(SCC(=O)NC2CC2)s1	i	-1	-1.5	-0.5	0.0	0.3	-2	4	-1.1
Cc1cccc(NC(=O)CN2C(=O)S/C(=C\c3cccn3-c3cccc(C(=O)O)c3)C2=O)c1	-0.2	3	62*	-0.7	0.4	0.4	6	-1	0.5
CSCCC(c1nnnn1-c1ccc2c(c1)OCCO2)N1CCC(n2c(=O)[nH]c3ccccc32)CC1 (stereo unspecified)	x	x	-5.2	x	x	0.6	x	-2	3.5
COc1cc(/C=C(\NC(C)=O)C(=O)NC(C)(C)CC(C)(C)C)ccc1OC(C)=O	i	-3	1.0	0.8	0.4	0.9	7	2	x
CCc1ccc2c(c1)C1(NN=C(c3cccc4ccccc34)S1)C(=O)N2 (stereo unspecified)	i	-3	-1.1	1.4	6.0	x	11	-3	x
O=S(=O)(c1ccc(NC(=S)NCc2cccnc2)cc1)N1CCCCC1	i	0	0.7	0.9	-5.3	2.5	-2	-1	3.5
O=C(c1ccc(Br)o1)N1CCC(Cc2ccccc2)CC1	-0.6	38	-0.6	3.5	-1.4	-0.3	-7	2	2.9
c1ccc(COc2ccc(OCCOCCn3cncn3)cc2)cc1	i	10	-0.5	-0.4	-0.7	0.0	0	-2	0.7
O=C(N/N=C/c1ccco1)c1cc2ccccc2o1	i	-1	-3.7	-0.7	1.5	1.8	49*	3	1.3
CC1CCC/C(=N/Nc2nc3ccccc3s2)C1 (stereo unspecified)	-0.2	-10	-0.9	-0.2	2.0	x	0	1	x
Cc1ccc(C(=O)NN(CCC(=O)NC(C)(C)C)C2=NS(=O)(=O)c3ccccc32)cc1	-0.4	-8	-2.7	0.3	-5.8	x	15	2	x
CC[C@]12C(=O)N(C)C[C@H]([C@@H]3C(=O)N(Cc4ccccc4)C(=O)[C@@H]31)N2C(=O)c1ccc(F)cc1	i	-4	-0.3	-0.5	x	-1.1	-4	5	-1.6
CC[C@@H](C)[C@H](NS(=O)(=O)c1ccc(C)cc1)C(=O)N1CCC(C(=O)NCC(=O)O)CC1	i	-1	0.0	-1.6	-1.5	x	3	2	0.1

One compound at a time, as listed above. Order of values: Vc quorum ag	Y pestis TopoI	FadD28 binding	PfHsp40 rescue	Mtb UGM inh	TcdB GH inh	GDH-TPI counter	Mtb FBA inh	Mtb BioA inh
`CSCCC(c1nnnn1-c1ccc2c(c1)OCCO2)N1CCC(n2c(=O)[nH]c3ccccc32)CC1` (stereo unspecified) reads x	x	-5.2	x	x	0.6	x	-2	3.5
`COc1ccnc(Oc2cc(Cl)cc(Cl)c2)c1C#N` reads i	4	-7.3	1.0	0.1	0.6	-6	-2	-2.3
`CC[C@]12C(=O)N(C)C[C@H]([C@@H]3C(=O)N(Cc4ccccc4)C(=O)[C@@H]31)N2C(=O)c1ccc(F)cc1` reads i	-4	-0.3	-0.5	x	-1.1	-4	5	-1.6

Following part.
SMILES	Vc quorum ag	Y pestis TopoI	FadD28 binding	PfHsp40 rescue	Mtb UGM inh	TcdB GH inh	GDH-TPI counter	Mtb FBA inh	Mtb BioA inh
O=C(NC1CCCC1)C1CCN(C(=O)NCc2ccccc2)CC1	0.2	0	-0.2	0.5	-0.7	4.4	2	0	x
COC(CSc1nc(N)c2c3c(sc2n1)CN(C)CC3)OC	-0.5	-5	-1.0	x	0.0	3.0	36*	181*	3.2
O=C(COC(=O)CC1CC2CCC1C2)Nc1cccc(S(=O)(=O)NC2=NCCCCC2)c1 (stereo unspecified)	2.4	21	0.9	0.3	1.2	1.6	1	0	0.4
CCCNC(=O)/C=C/C(=O)O	-0.6	-2	-3.6	0.1	-0.4	-0.4	-2	-3	x
CC(C)NC(=O)C(=O)c1cn(C)c2ccccc12	-1.3	2	-0.2	1.1	0.2	0.2	6	2	-0.8
CN(c1ccccc1)S(=O)(=O)c1cccc2ccccc12	i	0	-1.6	3.1	-0.6	-3.0	9	1	0.5
O=C(O)C1CCN(S(=O)(=O)c2cccc3nsnc23)CC1	7.0	-5	1.2	-1.0	-1.2	1.9	8	-4	-2.3
COc1ccc(Nc2ccc(Nc3ccc(OC)cc3)nn2)cc1	0.4	-16	-1.1	-0.7	1.8	0.9	10	-1	6.1
